From PubChem
Pf Dd2 inh = P. falciparum Dd2 growth inhibitors, primary screen, SYBR Green fluorescence, single dose replicates | 72 h; active compounds read low | actives 2.3% (n = 94,000) | activity change, % at 10 µM; in the data active = activity change below about -80%
KDM4C inh = inhibitors of GASC-1 (KDM4C) histone demethylase, primary screen, biochemical, single concentration HTS | Lysine-specific demethylase 4C (Homo sapiens), Q9H3R0 | GST-KDM4C 2-372, H3K9me3 peptide, LANCE TR-FRET | inhibition, % at 12.5 µM | actives 0.15% (n = 96,000);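 active = mean replicate inhibition above about 25%, with at least 55% of replicates also reaching it, limit read from the data, passing the limit was not always enough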
Target sequence (Q9H3R0 2-372 limits assumed): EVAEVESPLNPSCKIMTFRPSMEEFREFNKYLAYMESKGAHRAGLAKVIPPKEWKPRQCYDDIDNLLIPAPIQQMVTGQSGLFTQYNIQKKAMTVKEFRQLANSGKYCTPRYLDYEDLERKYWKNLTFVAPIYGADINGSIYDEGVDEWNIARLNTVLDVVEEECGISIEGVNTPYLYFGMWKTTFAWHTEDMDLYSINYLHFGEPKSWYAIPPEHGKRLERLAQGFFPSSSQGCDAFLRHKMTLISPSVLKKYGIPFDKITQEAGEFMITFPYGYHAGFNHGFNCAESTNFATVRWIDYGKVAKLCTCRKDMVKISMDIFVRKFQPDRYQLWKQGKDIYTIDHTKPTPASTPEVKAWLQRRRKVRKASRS
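reagent = H3K9me3 peptide substrate, Fe(II), 2-oxoglutarate | system = GST-tagged GASC-1 (JMJD2C) catalytic fragment, aa 2-372 | amount = enzyme final amount 10 nM | read-out = Fall in 671/618 emission ratio as inhibition | medium = HEPES buffer, pH 7.5, plus ascorbate | schedule = 30 min reaction, 60 min detection, RT | measured by = LANCE TR-FRET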
C diff growth = C. difficile growth inhibitors, primary screen, HTS; Clostridium difficile clinical isolate growth, OD600, 24 h; active compounds read low; growth activity, negative = inhibition, % at 16 µg/mL (by protocol); AID 1259249, 2017; actives 0.25% (n = 86,000);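 active = mean growth activity at or below -80% and every replicate also at or below -80%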;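 note: 0% = DMSO wells and -100% = levofloxacin 16 µg/mL wells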
Tcruzi prolif = T. cruzi intracellular proliferation inhibitors, primary screen, cell-based, beta-gal Tulahuen parasites, NIH3T3 host, luminescence. T. cruzi beta-gal in NIH3T3, GalScreen luminescence, 90 h. inhibition, % at 8.34 µM. actives 5.9% (n = 77,000). AID 624255, 2012;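 active = mean inhibition above about 93%, with at least 55% of replicates each passing it, limit read from the data, passing the limit was not always enough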
* hit, by the source's call; / = no result given; & = joins results of further samples.

#	SMILES	Pf Dd2 inh	KDM4C inh	C diff growth	Tcruzi prolif
1	C/C=C/c1ccc2c(c1)O[C@@H](CN(C)Cc1ccncc1)[C@H](C)CN([C@@H](C)CO)S2(=O)=O	-53	2.1	4	108*
2	C[C@H](NC(=O)[C@@H]1[C@@H](CO)[C@@H]2Cn3c(ccc(-c4ccncc4)c3=O)[C@H]1N2C)c1ccccc1	1	-1.1	-2	8
3	Cc1ccc(S(=O)(=O)N[C@@H]2CC[C@@H](CCNC(=O)C3CC3)O[C@H]2CO)cc1	/	2.3	0	/
4	COc1cccc(S(=O)(=O)Nc2ccc3c(c2)C(=O)N(C)C[C@@H](OC)[C@@H](C)CN[C@H](C)CO3)c1	36	-0.5	/	-12
5	O=C(NC1Cc2ccccc2C1)[C@@H]1[C@@H](CO)[C@@H]2Cn3c(cccc3=O)[C@@H]2N1C(=O)c1cnccn1	/	-3.4	9	-21
6	COc1ccc(S(=O)(=O)N2CCCCN3[C@@H](CO)[C@H](c4ccc(C#CCC(C)C)cc4)[C@@H]3C2)cc1	-11	-3.3	52	75
7	C[C@@H]1CN([C@H](C)CO)S(=O)(=O)c2ccc(C#CC3CCCC3)cc2O[C@@H]1CN(C)S(C)(=O)=O	35	-0.9	/	110
8	CC(C)NC(=O)Nc1ccc2c(c1)C(=O)N([C@@H](C)CO)C[C@H](C)[C@@H](CN(C)C(=O)Nc1ccc(F)cc1)OCCCC[C@H](C)O2	-47	0.7	-9	-5
9	C/C=C/c1ccc(C2[C@H]3CNC[C@@H]2N3Cc2ccccc2OC)cc1 (some centres not stated)	-60&-30	-0.1&-0.3	-8&-5	/
10	Cc1noc(C)c1S(=O)(=O)N(C)C[C@H]1Oc2ccc(NC(=O)C3CC3)cc2CC(=O)N([C@H](C)CO)C[C@@H]1C	-33	0.1	0	7
11	COc1cccc(S(=O)(=O)N[C@@H]2C=C[C@@H](CC(=O)NCc3ccncc3)O[C@H]2CO)c1	17	-2.5	-3	-49
12	C[C@@H]1CN([C@@H](C)CO)C(=O)c2cccc(NC(=O)Nc3ccc4c(c3)OCO4)c2O[C@@H]1CN(C)C(=O)Nc1ccc(F)cc1	0	-2.2	7	-6
13	COc1cccc(NC(=O)N(C)C[C@H]2Oc3cc(-c4cccc(C(=O)N(C)C)c4)ccc3S(=O)(=O)N([C@@H](C)CO)C[C@@H]2C)c1	-16	-0.8	-4	60
14	C/C=C/c1ccc(C2[C@H]3CNC[C@@H]2N3S(=O)(=O)c2c(C)noc2C)cc1 (some centres not stated)	11	0.6	-4	/
15	O=C(C[C@@H]1C[C@H]2c3cc(NC(=O)CC4CC4)ccc3O[C@H]2[C@@H](CO)O1)NCc1ccccn1	13	-1.9	1	22
16	Cc1ccccc1S(=O)(=O)NCC[C@@H]1CC[C@@H](NS(=O)(=O)c2ccccc2C)[C@@H](CO)O1	-23	0.1	/	4
17	C[C@H]1CN([C@@H](C)CO)C(=O)Cc2cc(NC(=O)Nc3cccc4ccccc34)ccc2O[C@H]1CN(C)C(=O)Nc1cccc2ccccc12	-38	-2.4	-7	23
18	COc1ccccc1-c1cnc2c(c1)C(=O)N([C@H](C)CO)C[C@@H](C)[C@@H](CN(C)Cc1cccc(F)c1)O2	-9	-1.3	5	47
19	CC(C)NC(=O)Nc1cccc2c1O[C@H](CN(C)C(=O)Nc1cccc3ccccc13)[C@H](C)CN([C@H](C)CO)C2=O	0	7.9	-3	31
20	C[C@@H]1CN([C@@H](C)CO)C(=O)c2cccc(NS(=O)(=O)c3cn(C)cn3)c2O[C@H]1CN(C)Cc1ccc(C(=O)Nc2ccccc2N)cc1	-15	-0.2	3	/
21	CCCNC(=O)C[C@@H]1CC[C@@H]2[C@@H](COc3ccc(NC(=O)c4ccc(Cl)cc4)cc3C(=O)N2C)O1	-16	-2.5	3	40
22	CS(=O)(=O)N1CC(=O)N2[C@@H](CO)[C@H](c3ccc(C#CCc4ccccc4)cc3)[C@@H]2C1	-48	-0.3	-4	/
23	C[C@@H]1CCCCO[C@H](CN(C)S(=O)(=O)c2ccc(F)cc2)[C@@H](C)CN([C@@H](C)CO)C(=O)c2cc(NS(=O)(=O)c3cccs3)ccc2O1	-55	-5.0	10	79
24	Cc1ccc(S(=O)(=O)Nc2ccc3c(c2)C(=O)N([C@H](C)CO)C[C@H](C)[C@H](CN(C)C(=O)Nc2ccccc2)O3)cc1	2	-0.3	-5	13
25	COc1ccc2c3c(n(C)c2c1)[C@@H](CO)N(C(=O)Nc1ccccc1F)CC31CN(C(=O)c2ccccc2F)C1	-76	/	-7	/
26	C[C@@H]1CN([C@H](C)CO)C(=O)c2cc(NC(=O)Cc3ccccc3)ccc2O[C@@H](C)CCCCO[C@@H]1CN(C)S(=O)(=O)c1ccc(F)cc1	-89*	0.3	/	73
27	O=C(C[C@H]1CC[C@H](NC(=O)Nc2ccccc2F)[C@H](CO)O1)NCc1ccc(Cl)cc1	8	-1.0	2	31
28	COc1ccccc1-c1ccc2c(c1)O[C@H](CN(C)CC1CCOCC1)[C@H](C)CN([C@H](C)CO)S2(=O)=O	-17	0.5	-2	/
29	C[C@H](CO)N1C[C@H](C)[C@H](CN(C)C(=O)Nc2ccc3c(c2)OCO3)Oc2ccc(NC(=O)CCN3CCOCC3)cc2CC1=O	1	0.0	8	23
30	CNC[C@@H]1Oc2c(NC(=O)Nc3ccc4c(c3)OCO4)cccc2C(=O)N([C@H](C)CO)C[C@@H]1C	9	0.8	-4	32
31	O=C(C1CCOCC1)N1CC2(C1)[C@@H](c1ccccc1)[C@H](CO)N2Cc1ccccc1F	-36	-1.4	5	/
32	Cc1noc(C)c1S(=O)(=O)N(C)C[C@H]1Oc2ccc(NS(=O)(=O)c3ccccc3)cc2CC(=O)N([C@@H](C)CO)C[C@@H]1C	13	0.5	-6	11
33	C[C@@H]1CN([C@@H](C)CO)C(=O)Cc2cc(NC(=O)CCCN(C)C)ccc2O[C@@H]1CN(C)C	41	5.2	-2	/
34	CC(C)NC(=O)Nc1ccc2c(c1)CC(=O)N([C@@H](C)CO)C[C@H](C)[C@@H](CN(C)C)O2	-9	12	4	11
35	O=C(C[C@H]1C[C@H]2c3cc(NS(=O)(=O)c4ccc(F)cc4)ccc3O[C@H]2[C@@H](CO)O1)N1CCCCC1	-10	-0.5	6	/
36	CO[C@H]1CN(C)C(=O)c2ccc(NC(=O)Nc3cccc(Cl)c3)cc2OC[C@@H](C)N(C(=O)Nc2c(C)noc2C)C[C@@H]1C	/	-0.6	/	-27
37	O=C(Cc1ccccn1)N1CC(=O)N2[C@H](CO)[C@@H](c3ccc(C#CC4CC4)cc3)[C@H]2C1	-17	2.9	5	/
38	CCCN1[C@H](C(=O)NCC2CC2)[C@@H](CO)[C@@H]2Cn3c(ccc(/C=C/c4ccccc4)c3=O)[C@@H]21	-21	2.2	11	48
39	C[C@@H]1CN([C@@H](C)CO)C(=O)c2cc(NS(=O)(=O)c3ccccc3)ccc2O[C@H]1CN(C)Cc1ccc(C(=O)Nc2ccccc2N)cc1	-83*	0.2	-1	/
40	O=C(C[C@H]1C[C@@H]2c3cc(NS(=O)(=O)c4ccc(F)cc4)ccc3O[C@@H]2[C@H](CO)O1)NCc1ccncc1	10	-1.8	2	-73
41	Cc1noc(C)c1S(=O)(=O)N(C)C[C@H]1Oc2ccc(NS(=O)(=O)c3cccs3)cc2CC(=O)N([C@H](C)CO)C[C@@H]1C	4	-1.3	8	2
42	CCS(=O)(=O)Nc1ccc2c(c1)C(=O)N(C)[C@@H]1CC[C@@H](CC(=O)NCCCN3CCOCC3)O[C@H]1CO2	6	0.1	2	-10
43	CCCC(O)C#Cc1cnc2c(c1)C(=O)N([C@H](C)CO)C[C@H](C)[C@H](CN(C)S(=O)(=O)c1ccc(C#N)cc1)O2 (some centres not stated)	-22	0.2	/	-63
44	CO[C@@H]1CN(C)C(=O)c2ccc(NC(=O)C3CC3)cc2OC[C@H](C)N(C(C)=O)C[C@H]1C	37	1.3	1	/
45	CCS(=O)(=O)NC[C@@H]1[C@@H](c2ccccc2)[C@@H](CO)N1CC1CCCC1	-8	2.8	2	/
46	C[C@H]1CN([C@@H](C)CO)C(=O)c2cc(NC(=O)CCC(F)(F)F)ccc2O[C@H]1CN(C)S(=O)(=O)c1ccc(Cl)cc1	29	-0.1	3	9
47	Cc1noc(C)c1NC(=O)N(C)C[C@@H]1OCCCC[C@@H](C)Oc2ccc(NS(C)(=O)=O)cc2C(=O)N([C@H](C)CO)C[C@H]1C	8	0.2	2	42
48	C[C@@H]1CN([C@H](C)CO)C(=O)Cc2cc(NC(=O)Cc3cn(C)c4ccccc34)ccc2O[C@@H]1CN(C)S(=O)(=O)c1ccccc1	-19	0.8	-8	78
49	C[C@H](CO)N1C[C@H](C)[C@@H](CN(C)C(=O)CN(C)C)Oc2ncc(C#Cc3cccnc3)cc2C1=O	-16	-1.5	0	/
50	CC(C)NC(=O)Nc1ccc2c(c1)C(=O)N(C)[C@H]1CC[C@H](CC(=O)NCc3ccc(F)cc3)O[C@@H]1CO2	/	0.7	/	-23
51	O=C(C[C@H]1CC[C@@H]2[C@H](COC[C@@H](O)CN2C(=O)Nc2cccc(Cl)c2)O1)N1CCCCC1	-32	0.1	60&27	-33
52	O=C(CC1CC1)Nc1ccc2c(c1)[C@H]1C[C@H](CC(=O)NC3CCCC3)O[C@@H](CO)[C@H]1O2	-1	-0.8	/	-7
53	COc1ccc(S(=O)(=O)N(C)C[C@@H]2Oc3ncc(C#CC4(O)CCCC4)cc3C(=O)N([C@@H](C)CO)C[C@H]2C)cc1	-51	0.0	4	30
54	COc1cccc(-c2cn(CC[C@@H]3CC[C@H](NC(C)=O)[C@H](CO)O3)nn2)c1	0	0.0	1	-9
55	COc1ccc(S(=O)(=O)N[C@H]2C=C[C@H](CC(=O)NCc3ccccc3F)O[C@H]2CO)cc1	-12	-0.5	2	89
56	C[C@@H]1CN([C@@H](C)CO)C(=O)c2cc(Br)cnc2O[C@@H]1CN(C)Cc1cccc(F)c1	-1	-2.1	7	-20
57	C[C@@H]1CCCCO[C@@H](CN(C)C(=O)Nc2ccc3c(c2)OCO3)[C@H](C)CN([C@H](C)CO)C(=O)c2cc(NC(=O)Nc3ccccc3)ccc2O1	-46	1.9	-4	95
58	CN1CCN(C(=O)C[C@@H]2CC[C@H]3[C@@H](COC[C@@H](O)CN3C(=O)Nc3cc(Cl)cc(Cl)c3)O2)CC1	2	-1.4	/	-16
59	CNC[C@@H]1Oc2ccc(NS(=O)(=O)c3ccc(C)cc3)cc2CC(=O)N([C@@H](C)CO)C[C@@H]1C	-10	-1.1	3	54
60	COc1ccccc1NC(=O)N1CCCCN2[C@H](CO)[C@H](c3ccc(-c4cccc(F)c4)cc3)[C@H]2C1	-66	-1.7	51	28
61	C[C@@H](NC(=O)C[C@H]1CC[C@H](NS(=O)(=O)c2cccc(F)c2)[C@H](CO)O1)c1ccccc1	10	-0.6	2	6
62	C[C@@H]1CCCCO[C@@H](CN(C)C(=O)c2ccccc2)[C@H](C)CN([C@@H](C)CO)C(=O)c2cc(NC(=O)Nc3ccc4c(c3)OCO4)ccc2O1	20	-0.9	21	57

Shown in transposed form: 2 of the compounds above.
11) COc1cccc(S(=O)(=O)N[C@@H]2C=C[C@@H](CC(=O)NCc3ccncc3)O[C@H]2CO)c1
12) C[C@@H]1CN([C@@H](C)CO)C(=O)c2cccc(NC(=O)Nc3ccc4c(c3)OCO4)c2O[C@@H]1CN(C)C(=O)Nc1ccc(F)cc1

| Assay by compound | 11 | 12 |
| --- | --- | --- |
| Pf Dd2 inh | 17 | 0 |
| KDM4C inh | -2.5 | -2.2 |
| C diff growth | -3 | 7 |
| Tcruzi prolif | -49 | -6 |

One compound at a time, as listed above. Order of values: Pf Dd2 inh | KDM4C inh | C diff growth | Tcruzi prolif
COc1cccc(-c2cn(CC[C@@H]3CC[C@H](NC(C)=O)[C@H](CO)O3)nn2)c1 in the list: 0 | 0.0 | 1 | -9
CCS(=O)(=O)NC[C@@H]1[C@@H](c2ccccc2)[C@@H](CO)N1CC1CCCC1 in the list: -8 | 2.8 | 2 | /
C[C@H]1CN([C@@H](C)CO)C(=O)c2cc(NC(=O)CCC(F)(F)F)ccc2O[C@H]1CN(C)S(=O)(=O)c1ccc(Cl)cc1 in the list: 29 | -0.1 | 3 | 9
